Sm TGR block = blocks Schistosoma mansoni thioredoxin glutathione reductase; Q962Y6; purified TGR, DTNB reduction, TNB absorbance 405 nm; Potency, µM (doses to about 114 µM), for inactives: top-dose activity change, negative = inhibition, most hits filed as inhibitors; hit rate 3% among 360,000; further: potency means the concentration at half of the fitted maximal effect; nearly all actives have a fitted effect of over 60% in size
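First, TGR (20 nM dispensed) and NADPH were mixed with compound. Second, a 15 min room-temperature incubation followed. Third, further NADPH and then DTNB were added to start the reaction. Finally, TNB absorbance was monitored kinetically.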
AMA1-RON2 inh = disrupts binding of P. falciparum AMA1 to RON2; AlphaScreen AMA1-biotinylated RON2 peptide binding; Potency, µM (doses to about 58.2 µM), without a hit: top-dose activity change, negative = inhibition, most hits filed as inhibitors; hit rate 0.2% among 360,000; AID 720542;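 further: potency means the concentration at half of the fitted maximal effect; 0% = vehicle wells and -100% = peptide control; nearly all actives have a fitted effect of over 45% in size; some results filed as inactive show a strong effect at the top dose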
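AMA1 (3D7) with his tag at 25 nM final met compounds first, then biotinylated RON2 peptide at 25 nM; detection used donor plus acceptor beads, 10 µg/mL apiece, read by AlphaScreen after 30 min at room temperature.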
HCMV antiviral = human cytomegalovirus inhibition. hit rate 4.5% among 410,000. HFF cells, HCMV-luciferase reporter, 72 h; hits give low values. AID 1259415. activity change, negative = inhibition, % at 57.5 µM; in the data active means activity change below about -60%; inconclusive means no clear call, values can overlap the other calls; inactive means above about -39%
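Cell-based, HFFs, 1000 cells/well, 16 h 37C; cpds in DMSO + HCMV-luc, MOI 1 PFU/cell; 72 h 37C; OneGlo luminescence after 5 min RT; norm. to buffer vs Salinomycin 10uM.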
AmpC inh no detg = AmpC beta-lactamase inhibition without detergent; AID 485341; hit rate 0.52% among 330,000; Potency, µM (top dose mostly 57.1 µM), inactives show at the highest dose activity change, negative = inhibition, actives largely listed as inhibitors; P00811; AmpC nitrocefin hydrolysis, absorbance 480 nm, 0.0001% Triton;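 further: potency means the concentration at half of the fitted maximal effect; plate controls were no compound for no effect and no enzyme for full effect; nearly all actives have a fitted effect of over 20% in size; some results filed as inactive show a strong effect at the top dose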
Target sequence (P00811 whole entry, looked up): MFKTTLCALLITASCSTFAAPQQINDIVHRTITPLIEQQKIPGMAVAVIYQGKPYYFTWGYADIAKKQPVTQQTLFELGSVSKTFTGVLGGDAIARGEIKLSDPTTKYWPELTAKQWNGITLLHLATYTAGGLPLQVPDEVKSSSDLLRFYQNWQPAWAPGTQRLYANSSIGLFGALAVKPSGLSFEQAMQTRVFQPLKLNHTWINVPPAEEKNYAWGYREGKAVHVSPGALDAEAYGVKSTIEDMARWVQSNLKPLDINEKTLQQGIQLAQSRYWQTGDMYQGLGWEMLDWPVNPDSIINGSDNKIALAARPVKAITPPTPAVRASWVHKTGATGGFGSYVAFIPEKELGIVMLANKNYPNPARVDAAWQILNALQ
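20 mM phosphate pH 7.0 + 0.01% (detergent screen) or 0.0001% Triton X-100; 5.3 nM AmpC reagent; cpd preinc 15 min RT; nitrocefin (800 uM stock) to start; A480 q20 s × 4 min; Activity was normalised to no-enzyme and no-compound control wells.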
FBPA Giardia inh = inhibitors of Giardia lamblia fructose-1,6-bisphosphate aldolase | A8B2U2 | purified Giardia FBPA | Potency, µM (series often up to 59.6 µM), without a hit: at the top dose activity, negative = inhibition, hits mostly inhibitors | hit rate 0.71% among 290,000 | AID 2451; further: potency means the concentration at half of the fitted maximal effect; nearly all actives have a fitted effect of over 55% in size
Target sequence (A8B2U2 whole entry, looked up): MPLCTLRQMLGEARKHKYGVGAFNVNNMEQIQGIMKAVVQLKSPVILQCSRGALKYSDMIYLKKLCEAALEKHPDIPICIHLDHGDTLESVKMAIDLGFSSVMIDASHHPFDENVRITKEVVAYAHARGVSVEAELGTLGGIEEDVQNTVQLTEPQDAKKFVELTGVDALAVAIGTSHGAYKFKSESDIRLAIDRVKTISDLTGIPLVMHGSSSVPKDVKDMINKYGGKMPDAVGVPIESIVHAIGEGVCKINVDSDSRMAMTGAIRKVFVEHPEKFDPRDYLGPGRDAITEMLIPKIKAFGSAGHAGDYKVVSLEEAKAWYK
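40 nM FBPA preincubated 10 min at RT with compound (up to 57.5 uM final), then substrate plus GAPDH/TPI/NAD/arsenate coupling and diaphorase/resazurin added. Fluorescence read after 20 min at RT, 525/598 nm.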
AmpC detergent = inhibitors of E. coli AmpC beta-lactamase with detergent | hit rate 0.041% among 370,000 | P00811 | AID 485294 | AmpC hydrolysis of nitrocefin, absorbance 480 nm, 0.01% Triton | Potency, µM (highest dose often 114 µM), for inactives: top-dose activity change, negative = inhibition, actives largely listed as inhibitors;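 further: potency means the concentration at half of the fitted maximal effect; 0% = no-compound wells and -100% = no-enzyme wells; nearly all actives have a fitted effect of over 25% in size; some results filed as inactive show a strong effect at the top dose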
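20 mM phosphate pH 7.0 + 0.01% (detergent screen) or 0.0001% Triton X-100; 5.3 nM AmpC reagent; cpd preinc 15 min RT; nitrocefin (800 uM stock) to start; A480 q20 s × 4 min; Activity was normalised to no-enzyme and no-compound control wells.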
An asterisk follows results filed as active; ? = inconclusive; . = no result given; & = joins results of further samples; [ ] = dose if it differs, or a comment. Unless noted, the call rests on the fitted dose curve; in most records, active means well fitted curve in the direction sought with a large enough effect; inconclusive means small, poorly fitted or top-dose-only effect, or another doubt; inactive means no such curve, though single readings can be large; an effect the other way counts as inactive or inconclusive. Unless noted, on the % scale 0 is the no-effect control and ±100 the full control effect.

#	SMILES	Sm TGR block	AMA1-RON2 inh	HCMV antiviral
1	CCOC(=O)N1CCC(NC(=O)C2CCCN2C(=O)OCc2ccccc2)CC1 (centres undefined)	4%	-6%	-9
2	CCC1(c2ccc(OC)cc2)NC(=O)N(CC(=O)NC2CCCCC2C)C1=O (centres undefined)	1%	4%	17
3	Cc1cc(C)c2c(N)c3ccccc3nc2n1	8%	15%	-108*
4	CNc1nc(-c2c[nH]c3ccccc23)cs1	-12%	?	0
5	CCCCn1c(N)c(N(C)C(=O)C2CC(=O)N(Cc3ccco3)C2)c(=O)[nH]c1=O (centres undefined)	.	-13%	2
6	Cc1cc(S(=O)(=O)Nc2ccc(C(=O)O)cc2)c(C)c(S(=O)(=O)c2ccc(Cl)cc2)c1	0%	.	-1
7	CCCN(c1ccc(C(=O)OC)cc1)S(=O)(=O)c1ccccc1	-2%	7%	?
8	CC1(C)Cc2c(sc(NC(=O)C(=O)NCCCN3CCOCC3)c2C(N)=O)CO1	-12%	109%[activator]	-37
9	CC(C)(CO)CNC(=O)c1ccc2nc(Cc3cccc(Cl)c3)oc2c1	1%	-2%	-26
10	Oc1c(I)cc(I)c2cccnc12	?	70%[activator]	-100*

#	AmpC inh no detg	FBPA Giardia inh	AmpC detergent
1	2%	-4%	?
2	-15%	.	4%
3	-23%	0%	-2%
4	-23%	-21%	?
5	-10%	.	.
6	.	.	-3%
7	-13%	6%	1%
8	0%	.	-5%
9	39%	11%	2%
10	-21%	1%&-13%	?

(further entries)
#	SMILES	Sm TGR block	AMA1-RON2 inh	HCMV antiviral
11	Nc1ccccc1SCC(=O)Nc1ccc(N2CCOCC2)cc1	1%	-20%	31
12	CC1(c2ccccc2)NC(=O)N(CC(=O)NCc2ccc3c(c2)OCO3)C1=O (centres undefined)	5%	1%	8
13	N#C/C(C(=S)Nc1ccccc1)=C1/NN=C(N2CCOCC2)N1c1ccccc1	-21%	40%[activator]	-37
14	O=C(Nc1ccc(Oc2ccccc2)cc1)C1CCN(c2ncccn2)CC1	-23%	-5%	16
15	COc1cccc(CN2CCN(C(=O)c3cc(-c4ccccn4)nc4ccc(Cl)cc34)CC2)c1	6%	-5%	40
16	O=C(NC1CCCCCC1)c1cc(S(=O)(=O)N2CCOCC2)ccc1N1CCCCC1	6%	12%	1
17	CCn1ccnc1C(O)c1cccc(OC)c1OC (centres undefined)	1%	12%	44
18	CCOC(=O)c1cc(C)n(-c2ccc(OC)c(OC)c2)c1C	2%	-17%	18
19	O=C(Nc1ccccc1C(=O)O)c1cc(S(=O)(=O)N2CCCCC2)cs1	-20%	0%	.
20	Cc1cc(NC(=O)CSc2nnnn2Cc2ccccc2)no1	1%	7%	36

#	AmpC inh no detg	FBPA Giardia inh	AmpC detergent
11	-16%	-14%	-2%
12	-9%	-7%	-14%
13	-16%	-3%	2%
14	-13%	12%	-3%
15	14%	-7%	-11%
16	117%[activator]	-5%	-8%
17	0%	?	-14%
18	37%	-11%	-8%
19	-17%	0%	0%
20	-20%	1%	-9%

Next part
#	SMILES	Sm TGR block	AMA1-RON2 inh	HCMV antiviral
21	Clc1ccc2c(N/N=C/c3cccc(Br)c3)ccnc2c1	-20%	-1%	?
22	Cc1ccc(/C=C2\SC(=S)N(CC(=O)Nc3ncc(Cc4ccccc4Cl)s3)C2=O)cc1	-4%	.	-12
23	O=C(CS(=O)(=O)Cc1ccccc1)Nc1nnc(C(F)(F)F)s1	-8%	11%	-24
24	O=C(O)c1ccc(N/N=C/c2cn(Cc3ccccc3F)c3ccccc23)cc1	-27%	-17%	0
25	COc1ccc(Cc2nc3ccccc3n2Cc2ccccc2F)cc1	-1%	.	-12
26	Cc1ccccc1NC(=O)N1CCN(C/C=C/c2ccccc2)CC1	-4%	0%	-22
27	Cc1ccc(-c2nc(NC(=O)CSc3ncnc4sc5c(c34)CCC(C)C5)ns2)cc1 (centres undefined)	0%	.	-9
28	COCCNC(=S)N/N=C(\C)c1cccc(OC)c1	-34%	41%[activator]	-1
29	O=C(NCc1ccc(Cl)cc1)C1CCN(c2cnccn2)CC1	1%	-4%	?
30	Cc1ccsc1CNCCc1ccc(F)cc1	0%	5%	4

#	AmpC inh no detg	FBPA Giardia inh	AmpC detergent
21	-37%	-1%	-3%
22	-46%	12%	-3%
23	-32%	9%	?
24	?	-1%	2%
25	.	.	-6%
26	-10%[2.29 µM]	3%	-5%
27	.	.	29%
28	-16%	?	2%
29	6%	4%	3%
30	-9%	?	0%

Individual results from the results shown:
Cc1ccccc1NC(=O)N1CCN(C/C=C/c2ccccc2)CC1 in Sm TGR block has -4%
COCCNC(=S)N/N=C(\C)c1cccc(OC)c1 in AMA1-RON2 inh has 41%[activator]
Cc1ccc(-c2nc(NC(=O)CSc3ncnc4sc5c(c34)CCC(C)C5)ns2)cc1 (centres undefined) in AmpC detergent has 29%
O=C(NCc1ccc(Cl)cc1)C1CCN(c2cnccn2)CC1 in AMA1-RON2 inh has -4%

New compounds follow
#	SMILES	Sm TGR block	AMA1-RON2 inh	HCMV antiviral
31	COc1ccc(-n2nc3c(c2NC(=O)c2cc(Br)ccc2Cl)CS(=O)C3)cc1 (centres undefined)	-3%	14%	3
32	CCCCNC(=O)CCCN1C(=O)c2ccccc2Sc2ncccc21	2%	.	-10
33	O=C(O)CCC(=O)Nc1ccccc1N1CCOCC1	28%	6%	2
34	CCOC(=O)C1CCN(C(=O)c2cc(C(C)(C)C)nn2Cc2ccccc2)CC1	8%	3%	1
35	CCCn1ccc2c(OCC(=O)Nc3ccc(F)cc3F)cccc2c1=O	7%	.	-14
36	COc1ccccc1NC(=S)NCCc1ccc(Cl)cc1	-5%	48%[activator]	-29
37	Cc1c(OC(C)C(=O)NC(Cc2c[nH]c3ccc(O)cc23)C(=O)O)ccc2c1oc(=O)c1ccccc12 (centres undefined)	-6%	-7%	-18
38	CC(=O)Nc1ccc(OCC(O)CN2CCN(c3ccccc3Cl)CC2)cc1 (centres undefined)	6%	-3%	34
39	Cc1ccc(F)cc1NC(=O)c1ccc2c(c1)OCO2	52%[activator]	2%	35
40	CCOC(=O)c1ccc2cccc(C)n2c1=O	11%	0%	.

#	AmpC inh no detg	FBPA Giardia inh	AmpC detergent
31	-12%	4%	-16%
32	.	.	12%
33	-5%	5%	-3%
34	90%[activator]	-3%	3%
35	.	.	2%
36	-29%	2%	4%
37	-39%	-19%	-11%
38	-2%	4%	4%
39	2%	-1%	4%
40	-9%	6%	-12%

(continued)
#	SMILES	Sm TGR block	AMA1-RON2 inh	HCMV antiviral
41	N#Cc1c(-c2ccccc2Cl)cc(C2CC2)nc1N	?	31%[activator]	41
42	Cc1ccc(Cn2ccnc2SCC(=O)Nc2nc3ccccc3s2)cc1	0%	.	55
43	COc1cccc(CNCc2ccccn2)c1OC	-33%	0%	-61*
44	COc1ccccc1OCC(=O)NNc1c2ccccc2nc2ccccc12	3%	-17%	-92*
45	CC(=O)Nc1nc(-c2ccc(Cl)cc2)ns1	-1%	2%	96
46	Cc1ccc(C(=O)N/N=C(/CC(=O)c2cccs2)C(F)(F)F)cc1	-19%	41%[activator]	-86*
47	COc1ccc(N2CCN(C(=O)c3c(Cl)cnn3C)CC2)cc1	1%	-7%	63
48	CCCCn1c(-c2csc(CCC)c2)n[nH]c1=S	6%	111%[activator]	-1
49	O=C(COc1ccc(Cl)cc1)NCCN1CCCC1	-1%	0%	-3
50	CCCC(=O)OCC(=O)c1[nH]c(C)c(C(C)=O)c1C	-1%	8%	20

#	AmpC inh no detg	FBPA Giardia inh	AmpC detergent
41	-15%	1%	?
42	.	.	-10%
43	1%	17%	?
44	-37%	11%	1%
45	-60%	-7%	-15%
46	-21%	9%	-14%
47	-4%	.	6%
48	-11%	-1%	9%
49	-6%	-26%	-4%
50	-22%	-4%	?

Next section.
#	SMILES	Sm TGR block	AMA1-RON2 inh	HCMV antiviral
51	COc1ccc(N2C(=O)[C@@H]3C(c4cccnc4)=NO[C@@H]3C2=O)cc1	7.1µM*	-12%	-16
52	CCOC(=O)Cc1csc(NC(=O)COc2ccc(C)cc2)n1	43%[activator]	1%	4
53	CC(C)Cc1nnc(NC(=O)CCC(=O)N2CCN(c3ccccc3)CC2)s1	-16%	14%	-10
54	Cc1ccnc(NC(=O)CCC(=O)N(CC(=O)NCc2ccccc2)Cc2ccco2)c1	-14%	23%	-30
55	Cc1ccccc1C(=O)NC(=O)Nc1ccc(-n2nc(C(F)(F)F)cc2C(F)(F)F)cc1	0%	.	-3
56	CC(C)CNC(=O)COC(=O)c1ccccc1SCC(=O)NCC(C)C	15%	17%	-21
57	CCOc1ccc(CNC(=O)CCn2c(=O)oc3ccccc32)cc1	5%	9%	-9
58	CN1CCN(C(=O)c2ccc3c(c2)NC(=O)C(C)(C)O3)CC1	-10%	-5%	-13
59	CCOC(=O)C1=C(CN2CCc3ccccc32)NC(=O)NC1c1cccc([N+](=O)[O-])c1 (centres undefined)	-8%	?	45
60	CC1=Nn2c(nnc2-c2ccccc2Cl)SC1	6%	2%	-9

#	AmpC inh no detg	FBPA Giardia inh	AmpC detergent
51	-17%	-12%	4%
52	-3%	-16%	2%
53	32%	-9%	-14%
54	23%	6%	8%
55	.	.	-1%
56	-16%	6%	-4%
57	-2%	2%	3%
58	-12%	6%	-5%
59	2%	-2%	-4%
60	-13%	-15%	?

Two records drawn at random from the list so far:
#	SMILES	Sm TGR block	AMA1-RON2 inh	HCMV antiviral
53	CC(C)Cc1nnc(NC(=O)CCC(=O)N2CCN(c3ccccc3)CC2)s1	-16%	14%	-10
60	CC1=Nn2c(nnc2-c2ccccc2Cl)SC1	6%	2%	-9

#	AmpC inh no detg	FBPA Giardia inh	AmpC detergent
53	32%	-9%	-14%
60	-13%	-15%	?

(list continues)
#	SMILES	Sm TGR block	AMA1-RON2 inh	HCMV antiviral
61	O=C(CCCC(=O)c1ccccc1)NCCc1ccccc1F	0%	-10%	33
62	Cc1ccc(C(=O)NCC(=O)NCC(=O)OCC(=O)c2ccc(F)cc2)cc1	1%	-10%	22
63	Cc1onc(-c2ccccc2)c1CNC(=O)C1COc2ccccc2O1 (centres undefined)	8%	8%	-15
64	CC(=O)N(c1cccc(Br)c1)c1nc(C)cc(C)c1C#N	-8%	-6%	66
65	Cc1cccc(Cn2cc(/C=C/[N+](=O)[O-])c3ccccc32)c1	0%	-8%	-99*

#	AmpC inh no detg	FBPA Giardia inh	AmpC detergent
61	-2%	0%	0%
62	-18%	2%	-5%
63	0%	3%	?
64	20%	2%	-4%
65	-53%	1%	-6%

Bioassay records: PubChem BioAssay, National Center for Advancing Translational Sciences (NCATS)
